UBC9 SUMO inh – SUMOylation inhibition. inhibition, % at 35 µM. HTRF SUMOylation assay, SAE1/SAE2 + UBC9, in vitro. P63279. actives 0.36% (n = 290,000); in the data active means inhibition above about 50%, passing the limit was not always enough; inconclusive means no clear call, values can overlap the other calls; further: strong numbers were not always called active
Target sequence (P63279 whole entry, looked up): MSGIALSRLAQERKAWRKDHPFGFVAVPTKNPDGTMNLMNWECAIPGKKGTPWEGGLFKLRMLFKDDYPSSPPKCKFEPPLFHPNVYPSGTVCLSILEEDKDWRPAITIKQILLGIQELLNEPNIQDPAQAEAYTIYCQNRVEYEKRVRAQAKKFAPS
MEKK3 PB1 HTS – raises or lowers MEK5 binding to the human MEKK3 PB1 domain | actives 1.4% (n = 290,000) | binding response (% of control), % at 10 µM | bead-based flow cytometry, Alexa488-MEK5 binding to MEKK3; actives lie on both sides; 0 = blocked by unlabeled MEK5, 100 = vehicle | Q99759;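 active means binding response more than 3 SD above or below the average of its plate-row segment, actives on both sides; inconclusive means wells at one plate position flagged as instrument error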;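 further: Alexa488 bead fluorescence after subtracting the streptavidin-only scavenger bead signal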
Target sequence (Q99759 whole entry, looked up, the tested form may be a part): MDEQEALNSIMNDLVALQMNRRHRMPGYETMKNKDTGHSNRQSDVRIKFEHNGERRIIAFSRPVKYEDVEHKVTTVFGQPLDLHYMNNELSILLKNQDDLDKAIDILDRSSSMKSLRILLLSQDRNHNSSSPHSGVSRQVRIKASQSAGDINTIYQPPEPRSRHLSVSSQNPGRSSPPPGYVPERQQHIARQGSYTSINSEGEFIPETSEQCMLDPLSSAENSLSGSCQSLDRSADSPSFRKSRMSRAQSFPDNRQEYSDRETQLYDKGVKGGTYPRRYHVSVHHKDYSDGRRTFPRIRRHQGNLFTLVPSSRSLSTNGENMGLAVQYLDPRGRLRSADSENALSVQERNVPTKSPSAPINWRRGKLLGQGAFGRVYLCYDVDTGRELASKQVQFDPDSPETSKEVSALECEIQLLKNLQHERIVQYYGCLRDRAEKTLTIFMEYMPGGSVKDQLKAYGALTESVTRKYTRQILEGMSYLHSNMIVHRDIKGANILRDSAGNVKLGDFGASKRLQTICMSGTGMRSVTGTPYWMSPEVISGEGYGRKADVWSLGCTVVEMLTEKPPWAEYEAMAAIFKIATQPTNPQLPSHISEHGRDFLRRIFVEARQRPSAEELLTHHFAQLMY
MEKK2 mut-MEK5 – signal of MEK5 binding to mutant human MEKK2 PB1 domain; actives 0.35% (n = 290,000); AID 1530; percent response, % at 10 µM; bead flow cytometry, Alexa488-MEK5 binding to MEKK2 mutant; in the data active means percent response above about 24%, passing the limit was not always enough; further: inactives centre near 1; some results filed as inactive read as strong as hits; reference of the scale not given here
p-CIP stab down – lowers stability of the mouse p/CIP coactivator protein. F442A p/CIP-EGFP cells, EGFP fluorescence, 16 h. decrease of EGFP signal, % at 10 µM. actives 0.01% (n = 290,000). AID 1984;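 active means EGFP signal decrease of at least 30% at 10 µM or well 3 SD below plate mean, unless failing retest; inactive means the rest, including hits failing retest or dose response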; further: some compounds called inactive have numbers as strong as hits; many of its hits are not listed in these tables
IDE cell activ – IDE (human) activation, cell-based; AID 493087; HEK cells, FAbeta-B cleavage, fluorescence polarization; 0% vehicle, 100% cell-free pure enzyme wells; P14735; activation, % at 5.96 µM; actives 0.073% (n = 340,000);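 active means activation above the mean of all tested compounds plus 3 SD, set per screening campaign, cut at about 17% in these data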
IDE cell inh – inhibits human insulin-degrading enzyme in HEK cells | P14735 | FAbetaB cleavage, fluorescence polarization | inhibition, % at 5.59 µM | actives 0.41% (n = 320,000) | AID 434962;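 active means percent inhibition above the average of all tested compounds plus 3 SD, set per screening campaign, cut at about 16% in these data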;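 further: IDE supplied by intact live HEK cells; FP after avidin binding of uncleaved biotin substrate so inhibition keeps polarization high; 0% = DMSO wells and 100% = 60 µM reference IDE inhibitor Ii1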
NALP1 inh – inhibitors of NALP1 inflammasome in yeast; inhibition, % at 10 µM; actives 0.61% (n = 280,000); S. cerevisiae NALP1/ASC/caspase-1 growth, X-gal OD620, 72 h; in the data active means inhibition mostly above about 24%, no sharp cut-off; inactive means mostly below about 32%; further: some compounds called inactive have numbers as strong as hits
MEKK2 WT-MEK5 – raises or lowers MEK5 binding to wildtype human MEKK2 PB1 domain | bead flow cytometry, Alexa488-MEK5 binding to MEKK2 WT; actives lie on both sides | binding response (% of control), % at 10 µM | actives 1.1% (n = 290,000) | AID 1531; in the data active means binding response below about 67% or above about 130%; inconclusive means no clear call, values can overlap the other calls; inactive means in between
M18AAP inhibitor – blocks P. falciparum M18 aspartyl aminopeptidase | recombinant PfM18AAP, H-Glu-NHMec fluorogenic cleavage | inhibition, % at 7.35 µM | actives 1.2% (n = 290,000);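 active means inhibition above the campaign mean inhibition over all tested compounds plus 3 SD, cut at about 28% in these data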;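 further: 0% = plate median of test compound wells and 100% = 2 mM ZnCl2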
An asterisk follows results filed as active; ? = inconclusive; · = no result given; [ ] = another dose, or the depositor's remark. Not all compounds are listed. The share of hits here may be higher or lower than overall.

No.	Structure	UBC9 SUMO inh	MEKK3 PB1 HTS	MEKK2 mut-MEK5	p-CIP stab down	IDE cell activ	IDE cell inh	NALP1 inh	MEKK2 WT-MEK5	M18AAP inhibitor
1	COC(=O)c1cc(C(=O)c2ccccc2)n2c(=O)/c(=C\N(C)C)sc12	25	89	-22	-2	·	4	13	90	-4
2	COc1ccc(-n2nc3c(c2NC(=O)CBr)CSC3)cc1	7	99	1	-7	-1	-1	26	104	-13
3	CCOC(=O)N1CCN(C(=O)Nc2ccc(Cl)cc2Cl)CC1	10	108	5	-7	-4	-5	-6	104	1
4	Cc1ccc(S(=O)(=O)N(C)C)cc1NC(=O)COC(=O)c1c(C)noc1C	-2	105	-1	1	0	-4	17	104	3
5	COc1cc(SC)ccc1C(=O)Nc1cc(C)ccn1	11	99	-2	3	3	2	0	98	-1
6	O=C(Nc1ccc(F)cc1)C1CCCN(S(=O)(=O)c2ccc3[nH]c(=O)ccc3c2)C1 (stereo not given)	8	103	3	-6	1	2	16	104	7
7	O=C(N/N=C/c1cc(Br)cc(Br)c1O)c1ccncc1	·	98	-10	-11	·	7	-4	90	4
8	COc1ccccc1N1CCN(CCNC(=O)Nc2cccc(C)c2C)CC1	-8	·	·	12	-2	3	27	·	2
9	O=C(COC(=O)c1cc(-c2cccs2)nc2ccccc12)NC1CCS(=O)(=O)C1 (stereo not given)	33	102	3	14	0	-3	1	97	0
10	CCOC(=O)Nc1ccc(OCc2nnc3c4ccccc4c(C)nn23)cc1	0	99	0	4	2	0	9	98	-3
11	O=C1NC(=Nc2ccc(Cl)cc2)SC1Cc1cccc(Cl)c1Cl (stereo not given)	46	101	22	13	6	3	3	103	6
12	CC(C)N1CC(C(=O)Nc2ccc(Cl)c(Cl)c2)CC1=O (stereo not given)	16	104	4	-10	8	7	1	108	5
13	Cc1cc2c3c([nH]c2cc1S(=O)(=O)N1CCC2(CC1)OCCO2)CCCC3=O	6	100	1	-7	1	2	11	99	-8
14	C/C(=N/NC(=O)c1ccc(Br)o1)c1ccncc1	-8	106	14	4	-3	0	18	108	15
15	Cc1ccc(CS(=O)(=O)Cc2ccc(C(=O)NCC3CCCO3)o2)cc1 (stereo not given)	35	86	-4	1	4	1	34	91	1

(list continues)
No.	Structure	UBC9 SUMO inh	MEKK3 PB1 HTS	MEKK2 mut-MEK5	p-CIP stab down	IDE cell activ	IDE cell inh	NALP1 inh	MEKK2 WT-MEK5	M18AAP inhibitor
16	O=C(O)/C=C/c1cccc(NS(=O)(=O)c2ccccc2)c1	14	102	-1	1	-1	0	3	101	1
17	COc1cc2nc(CN3CCOCC3)n(CC(=O)N3CCCCCC3)c(=O)c2cc1OC	5	100	-3	-1	-2	6	-1	97	5
18	CC(=O)c1c(C)nn(CC(=O)NC2CCCN(Cc3ccc(CC(C)C)cc3)C2)c1C (stereo not given)	15	102	1	6	5	7	-20	106	-4
19	COc1ccc(NC(=O)CCN2CCN(c3ccccc3F)CC2)c(OC)c1	34	103	-1	-7	4	4	-2	101	3
20	CC(C)NC(C(=O)Nc1cc(Cl)cc(Cl)c1)c1ccccc1 (stereo not given)	-1	102	4	-8	1	8	2	103	13
21	O=C(CSc1nc2ccccc2c(=O)n1Cc1ccco1)N1CCN(c2ccccc2)CC1	15	105	2	8	-6	9	9	101	0
22	COCCn1c(Sc2ccc(C)cc2)nc2c1c(=O)[nH]c(=O)n2C	-9	106	6	-7	-6	3	-1	114	8
23	COc1ccc(-c2nc3ccc(C(=O)NCCCN4CCOCC4)cc3nc2-c2ccc(OC)cc2)cc1	28	99	0	-11	8	6	5	104	15
24	COCc1ccc(CN2CCCC(CO)(Cc3cccc(OC)c3)C2)o1 (stereo not given)	4	93	2	3	-1	-3	-77	98	-4
25	COc1ccc(/C=C(/NC(=O)c2ccco2)C(=O)N2CCCC2=O)cc1	0	64*[inhibitor]	-26	-3	0	2	8	59*[inhibitor]	5
26	CC(=O)C1=C(O)C(=O)N(c2ccc(O)cc2)C1c1ccccc1[N+](=O)[O-] (stereo not given)	-7	100	8	1	1	9	6	99	21
27	COC(=O)CSc1nc(-c2ccc(C)cc2)c2c(c1C#N)CCCC2	19	104	5	-8	0	2	16	104	-3
28	Cc1cc(F)ccc1S(=O)(=O)N1CCCOC1CNC(=O)C(=O)NCc1ccco1 (stereo not given)	6	99	1	0	2	4	30	99	3
29	N=C1S/C(=C\c2ccccc2F)C(=O)N1c1ccc(F)cc1	-6	114	0	14	1	2	11	107	0
30	COc1ccc(-c2nnn(-c3ccc(Cl)cc3Cl)c2N)cc1	3	95	1	-13	5	5	4	101	-4

Carrying on:
No.	Structure	UBC9 SUMO inh	MEKK3 PB1 HTS	MEKK2 mut-MEK5	p-CIP stab down	IDE cell activ	IDE cell inh	NALP1 inh	MEKK2 WT-MEK5	M18AAP inhibitor
31	C[C@H]1CCC(=O)N([C@H](CC#N)Cc2ccccc2)CC1	-1	103	-3	8	-4	-1	17	104	-15
32	CC1(C)CC2CC(C)(CN2C(=O)COC(=O)c2n[nH]c(=O)c3ccccc23)C1 (stereo not given)	-18	105	7	-4	-3	1	5	111	1
33	Cc1ccc(-c2nnn(C/C(N)=N/O)n2)cc1	-2	94	-14	1	2	0	-25	87	2
34	CC[n+]1c(/C=C/N(C)c2ccccc2)oc2ccc(F)cc21	16	100	-2	-10	3	6	36	98	31*
35	COc1ccc(NC(=O)C(=O)NCCN2CCN(C(=O)c3ccco3)CC2)cc1	5	89	-1	-4	1	4	-1	100	-8
36	CCOCCCNC(=O)C(c1ccc(C)cc1)N(Cc1cccs1)C(=O)c1ccccn1 (stereo not given)	0	107	1	-2	5	7	0	103	0
37	O=C(CSc1n[nH]c(-c2ccccc2)n1)c1ccccc1	5	96	-3	-2	-3	1	·	99	-3
38	Cc1ccc(C)c(NC(=O)c2cccc(Oc3ccc([N+](=O)[O-])cc3Cl)c2)c1	-10	104	11	-4	3	3	29	102	-2
39	COc1cc(C=O)ccc1OCCOCCOc1ccccc1Cl	30	·	·	-12	-1	-1	18	·	-6
40	CC(NC(N)=O)C(=O)Nc1ccc(Cl)c(S(=O)(=O)Nc2ccc(Cl)cc2)c1 (stereo not given)	12	102	-12	-1	5	2	2	89	-16
41	CCOCC(O)CS(=O)(=O)c1ccccn1 (stereo not given)	17	105	4	-20	2	-1	0	107	-7
42	CC(O)(CS(=O)(=O)Cc1cccc(C(F)(F)F)c1)C(=O)Nc1cccc(C(F)(F)F)c1 (stereo not given)	5	98	4	-11	6	0	21	101	-6
43	COc1ccccc1C1(CC(=O)Nc2nccs2)CCOC(C(C)C)C1 (stereo not given)	-4	101	7	-18	2	1	19	105	-3
44	CCc1ccc(S(=O)(=O)/N=C2\C=C(Nc3cccc(C(=O)O)c3)C(=O)c3ccccc32)cc1	?	100	1	-7	8	4	-7	95	11
45	CCc1ccc2nc(SCC(=O)N3CC(=O)Nc4ccccc43)c(C#N)cc2c1	8	101	3	-8	1	2	7	102	9

The list continues.
No.	Structure	UBC9 SUMO inh	MEKK3 PB1 HTS	MEKK2 mut-MEK5	p-CIP stab down	IDE cell activ	IDE cell inh	NALP1 inh	MEKK2 WT-MEK5	M18AAP inhibitor
46	O=C(O)C1CC=CCC1C(=O)NCCCN1CCCC1=O (stereo not given)	-2	100	8	2	1	-1	-3	105	1
47	COc1ccccc1OCCCn1c(=O)oc2ccc(C)cc21	-4	96	0	-5	4	-3	-8	99	-11
48	Cn1cc(C(=O)C(=O)N2CCc3ccccc32)c2ccccc21	-6	101	6	0	5	4	7	101	-1
49	O=C(NC1CC2CCCC(C1)N2CC(=O)N1CCCc2ccccc21)C1CCCCC1 (stereo not given)	5	106	3	-12	5	1	-2	108	12
50	CCc1nnc(NC(=O)c2ccc(-c3ccc([N+](=O)[O-])cc3Cl)o2)s1	29	96	-12	1	0	1	16	86	-2
51	NC(=O)CC(NC(=O)Cc1ccc(Br)cc1)c1ccc(NCCN2CCCC2)c([N+](=O)[O-])c1 (stereo not given)	16	95	-3	-2	3	-3	14	103	-20
52	CCc1c(C)nc(N2CCN(Cc3ccccc3)CC2)[nH]c1=O	-18	112	12	-6	2	-7	-9	123	-1
53	Cc1cc([N+](=O)[O-])nn1CCCC(=O)NCc1ccccc1	-12	97	-1	10	6	4	7	96	5
54	Cc1nc2ccccc2c(=O)n1NC(=O)c1ccc(Cl)c([N+](=O)[O-])c1	18	112	16	-19	5	2	2	112	4
55	CCN(CC)S(=O)(=O)c1cccc(NC(=O)c2ccc(Sc3nncn3C)c([N+](=O)[O-])c2)c1	12	102	-6	-16	1	-3	-3	93	-7
56	Cc1ccc(NC(=O)c2sc(N)nc2-c2ccc([N+](=O)[O-])cc2)c(C)c1	15	89	-19	-6	2	0	12	93	-3
57	COc1ccc(C2=NOC3(CC(=O)N(c4ccc(C)cc4)C3=O)C2)c(OC)c1 (stereo not given)	7	100	-1	-6	7	-4	-32	99	0
58	N#Cc1c(SCc2ccccc2)sc(C(=O)c2ccccc2)c1N	9	97	0	-9	1	0	7	92	-2
59	COc1ccc(N2CCN(C(C)=C3C(=O)c4ccccc4C3=O)CC2)cc1	-12	102	2	-10	-1	-3	9	106	-9
60	CCOC(=O)c1ccc2c(c1)nc(SCc1cn3ccsc3n1)n2CC	8	110	15	-4	-4	4	-4	108	-8

Molecules shown so far containing a thiophene ring, fused or not (3):
No.	Structure	UBC9 SUMO inh	MEKK3 PB1 HTS	MEKK2 mut-MEK5	p-CIP stab down	IDE cell activ	IDE cell inh	NALP1 inh	MEKK2 WT-MEK5	M18AAP inhibitor
9	O=C(COC(=O)c1cc(-c2cccs2)nc2ccccc12)NC1CCS(=O)(=O)C1 (stereo not given)	33	102	3	14	0	-3	1	97	0
36	CCOCCCNC(=O)C(c1ccc(C)cc1)N(Cc1cccs1)C(=O)c1ccccn1 (stereo not given)	0	107	1	-2	5	7	0	103	0
58	N#Cc1c(SCc2ccccc2)sc(C(=O)c2ccccc2)c1N	9	97	0	-9	1	0	7	92	-2

Screening data: PubChem, several laboratories
